Luc counter: Kinase-Glo luciferase inhibition (counter-screen); Kinase-Glo luciferase, ATP luminescence, 8 min; Potency, µM (top dose mostly 38.3 µM), for the others: top-dose activity change, negative = inhibition, hits mostly inhibitors; actives 0.28% (n = 200,000); AID 1379; also: potency is read from the fitted curve at half-maximal effect; % is scaled to controls: 0 for no effect and ±100 for the full control effect; nearly all actives have a fitted effect of over 60% in size
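Kinase-Glo luciferase light output from ATP and luciferin was measured with 10 uM ATP, within the enzyme's linear range. Buffer: 50 mM imidazole pH 7.2, 50 mM KCl, 7 mM MgCl2, 0.01% Tween 20, 0.05% BSA; luminescence read after 8 min at ambient temperature.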
LMNA splice mod: LMNA splicing modulation; HeLa LMNA splicing GFP/RFP minigene ratio, 48 h; actives 0.01% (n = 200,000); Potency, µM (top dose mostly 46.1 µM), without a hit: top-dose ratio change, negative = inhibition, actives largely listed as inhibitors; active = well fitted inhibition curve with a large enough effect in the signal ratio, with a control signal flat, not every such curve was filed as active; inconclusive = small, poorly fitted or top-dose-only effect, or effect the other way, or a change in a side signal; the % refers to the signal ratio; also: potency is read from the fitted curve at half-maximal effect; % is scaled to controls: 0 for no effect and ±100 for the full control effect
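S3 HeLa stable clones carrying a lamin A-EGFP splicing minigene plus DsRed2 were seeded at 600 cells/well in Opti-MEM with 2% FBS, pin-dosed and incubated 48 h at 37°C. Acumen cytometry (488 nm) gave the GFP/RFP total-intensity ratio.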
Epigenetic derep: regulators of epigenetic silencing causing reporter derepression in mouse cells. Potency, µM (titrated, usually from 53.9 µM), without a hit: top-dose GFP activation, most hits filed as activators. murine LDR cells, GFP reporter derepression, 30 h. AID 1865. actives 0.2% (n = 280,000); also: potency is read from the fitted curve at half-maximal effect; % of control where 0% means no effect; nearly all actives have a fitted effect of over 60% in size
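In this reporter-derepression format, murine cells bearing a silenced integrated CMV-GFP locus incubate with test compound (30 h, 37 C), then are washed and imaged; fluorescent objects of 20–120 um count as induced cells.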
GLA spleen mod: inhibitors or activators of human alpha-galactosidase in spleen homogenate; human spleen homogenate, 4MU-alpha-Gal fluorescence, 40 min; Potency, µM (series often up to 80 µM), inactives show at the top dose activity change, negative = inhibition, actives largely listed as inhibitors; actives 0.008% (n = 240,000);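 also: potency is read from the fitted curve at half-maximal effect; 0% = enzyme with vehicle and -100% = no enzyme basal signal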
Target sequence (P06280 32-429 limits assumed): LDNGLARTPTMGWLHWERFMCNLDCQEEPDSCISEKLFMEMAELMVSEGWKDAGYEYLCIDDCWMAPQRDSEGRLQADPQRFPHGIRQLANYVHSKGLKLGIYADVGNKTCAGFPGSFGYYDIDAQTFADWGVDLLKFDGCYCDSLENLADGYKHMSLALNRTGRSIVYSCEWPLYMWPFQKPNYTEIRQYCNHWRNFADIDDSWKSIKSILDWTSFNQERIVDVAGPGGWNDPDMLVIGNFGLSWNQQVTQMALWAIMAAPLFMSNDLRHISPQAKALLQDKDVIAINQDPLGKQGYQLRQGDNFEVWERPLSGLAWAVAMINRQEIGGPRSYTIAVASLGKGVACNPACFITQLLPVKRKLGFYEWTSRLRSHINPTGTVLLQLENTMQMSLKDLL
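Human spleen homogenate (1 ug) as enzyme source, 4-methylumbelliferyl-alpha-D-galactopyranoside 1 mM final, citrate/phosphate pH 5.0 with 0.01% Tween-20. Compounds 40 min at 37C, NaOH/glycine stop; fluorescence Ex 365/Em 440, Hill-fit AC50.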
NPSR antag: blocks cAMP signaling of the human neuropeptide S receptor | Q6W5P4 | CHO-NPSR cells, cAMP TR-FRET, antagonist mode | Potency, µM (highest dose often 38.3 µM), without a hit: top-dose activity change, negative = inhibition, most hits filed as inhibitors | actives 1% (n = 220,000) | AID 1461; also: potency is read from the fitted curve at half-maximal effect; % is scaled to controls: 0 for no effect and ±100 for the full control effect; nearly all actives have a fitted effect of over 50% in size; many of its hits are not listed in these tables
Target sequence (Q6W5P4 whole entry, looked up): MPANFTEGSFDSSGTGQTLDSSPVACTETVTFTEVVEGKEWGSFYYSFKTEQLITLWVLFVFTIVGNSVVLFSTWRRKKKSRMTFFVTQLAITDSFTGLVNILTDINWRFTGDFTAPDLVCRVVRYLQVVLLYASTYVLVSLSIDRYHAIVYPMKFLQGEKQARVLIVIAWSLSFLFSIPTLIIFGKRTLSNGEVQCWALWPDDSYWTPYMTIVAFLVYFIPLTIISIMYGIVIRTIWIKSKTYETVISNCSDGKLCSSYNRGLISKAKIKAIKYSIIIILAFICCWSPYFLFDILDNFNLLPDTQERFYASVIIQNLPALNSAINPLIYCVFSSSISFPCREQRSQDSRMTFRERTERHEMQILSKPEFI
CBFb-RUNX1 inh: blocks binding between human CBF-beta and RUNX1; Q01196+Q13951; AlphaScreen CBFb-His/RUNX1-biotin binding, biochemical; Potency, µM (titrated, usually from 59.8 µM), for inactives: top-dose activity, negative = inhibition, most hits filed as inhibitors; 230,000 tested, under 10 active; AID 1477; also: % of control where 0% means no effect
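Compounds were screened at multiple concentrations against a preformed CBF-beta(His)/RUNX1(biotin) complex (30 nM of each) for 15 min at room temperature, followed by 90 min with nickel and streptavidin beads and AlphaScreen reading.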
IMPase Li inh: IMPase inhibition in cells with lithium potentiation; CHO-M1 cells, IP1 TR-FRET (IP-One), carbachol + lithium; Potency, µM (top dose mostly 59.4 µM), without a hit: at the highest dose activity, negative = IMPase inhibition, most hits filed as inhibitors; actives 0.35% (n = 210,000);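 also: IP1 builds up when IMPase is blocked and the TR-FRET signal falls; potency is read from the fitted curve at half-maximal effect; plate controls were basal vehicle for no effect and high inhibitor control for full effect; nearly all actives have a fitted effect of over 50% in size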
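CHO cells stably expressing M1 receptor (2000/well) were cultured 16–30 h, then exposed to compounds with a small lithium addition for 30 min at 37C. IP1 was measured by TR-FRET competition; AC50 from Hill fits.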
Numbers without * were called inactive; ? = inconclusive; · = not tested or not shown; & = joins results of further samples; [ ] = remark or other dose. Unless noted, calls follow the shape of the dose curve; as a rule, active = well fitted curve in the direction sought with a large enough effect; inconclusive = small, poorly fitted or top-dose-only effect, or another doubt; inactive = no such curve, though single readings can be large; an effect the other way counts as inactive or inconclusive. Some of the compounds tested; rates above refer to the full screens.

| Compound | Luc counter | IMPase Li inh | LMNA splice mod | Epigenetic derep | NPSR antag | CBFb-RUNX1 inh | GLA spleen mod |
| --- | --- | --- | --- | --- | --- | --- | --- |
| COc1ccccc1NC(=O)CSc1nnc(C)n1Cc1ccccc1 | -3% | 5%[38.3 µM] | 1% | 0.1% | -6%[46.1 µM] | 5% | 5% |
| O=C(NCC1CCC(C(=O)O)CC1)OCc1ccccc1 (centres undefined) | -4% | -15%[38.3 µM] | 5% | 2.7% | -5%[46.1 µM] | 2% | 2% |
| Cc1ccc(OC(=S)Nc2ccccc2)c(C)c1 | 1% | -9% | 0% | 0.0% | 4%[46.1 µM] | 0% | 2% |
| Cc1nc(-c2nc(CC(=O)NNC(=O)c3ccc(Cl)cc3)cs2)cs1 | · | · | · | -1.1% | 7% | 10% | -9% |
| O=c1c2c(nc3cc(-c4ccc(Br)cc4)[nH]n13)CCCC2 | -8% | 2% | · | -1.1% | 7% | 14% | 1% |
| CCOC(=O)C1(Cc2ccccc2C(F)(F)F)CCN(CC2CC2)CC1 | 1% | 13% | -4%[46 µM] | 1.9% | -17% | 2% | 4% |
| Cc1cc(C(=O)N2CCc3c([nH]c4ccccc34)C2c2c(F)cccc2Cl)no1 (centres undefined) | 4% | 17% | · | -0.6% | ? | -18% | -6% |
| CC(=O)Nc1ccc(S(=O)(=O)NCc2ccccn2)cc1 | 1% | -6% | 13% | -2.0% | 8% | -1% | -5% |
| O=C(CCSc1ccccc1)Nc1ccc(S(=O)(=O)Nc2ncccn2)cc1 | · | -2% | · | 0.0% | -4% | 1% | 6% |
| Cc1c(Cc2ccccc2)c(NCCN(C)C)n2c(nc3ccccc32)c1C#N | · | · | · | -1.2% | -35% | 6% | 1% |
| O=C(Nc1ccccc1-c1nc2ccccc2s1)c1ccc(Br)o1 | 19% | -31%[38.3 µM] | 5% | 0.0% | 2%[46.1 µM] | 5% | 8% |
| Cc1ccccc1CNc1ncnc2c1ncn2C1OC(CO)C(O)C1O (centres undefined) | -4% | -4% | ? | -0.1% | -6%[46.1 µM] | -2% | 9% |
| CC(C)C(=O)Nc1ncc(Cc2cccc(Cl)c2)s1 | 1% | 15% | ? | 4.8% | -20% | 0% | 2% |
| O=C(O)c1cccc(NC(=S)NC(NC(=O)c2cccc([N+](=O)[O-])c2)C(Cl)(Cl)Cl)c1 (centres undefined) | · | · | · | 3.2% | -4% | 1% | 3% |
| O=C(NCc1ccccc1)NC(=O)c1ccccc1 | 11% | -5%[38.3 µM] | 2% | -0.7% | -4%[46.1 µM] | 5% | -7% |
| CC1CCCCN1C(=O)Cn1c(=O)n(-c2ccc(F)cc2)c(=O)c2sccc21 (centres undefined) | 0% | 0% | 15%[46 µM] | -1.1% | -3% | 11% | -3% |
| Cc1ccc(NC(=O)COC(=O)CNC(=O)C2CCCCC2)c(Br)c1 | 0% | 0% | · | -1.4% | 4% | -2% | -3% |
| N#CCCN1CCN(S(=O)(=O)c2ccc(S(=O)(=O)NC3CC3)cc2)CC1 | 3% | 29%[38.3 µM] | -10% | -0.8% | 9%[46.1 µM] | 8% | 1% |
| CN(c1ccc(OCC(=O)OCC(=O)Nc2ccc(F)cc2)cc1)S(=O)(=O)c1ccc(Cl)cc1 | 2% | 5% | 0% | 1.0% | 3%[46.1 µM] | 4% | 2% |
| O=C(O)CCc1nc2ccccc2c(=O)[nH]1 | · | · | · | 8.6% | -9% | 4% | -4% |
| COc1ccc(NC(=O)/C=C/c2cccc(F)c2)cn1 | -1% | 1% | ? | -1.0% | -2% | 0% | 0% |
| CCn1c(SCC(=O)c2ccc(NS(=O)(=O)c3ccccc3)cc2)nnc1-c1cccs1 | 3% | 12%[38.3 µM] | -4% | -1.1% | -25%[46.1 µM] | 2% | 1% |
| C1OCOCO1 | · | 11% | ? | · | · | 11%[21.7 µM] | -19% |
| CCC(C)[C@H](N)c1cn([C@@H](CCCCN)C(=O)N2CCNCC2)nn1 (some centres undefined) | · | 5% | · | 0.7% | -10% | 11% | 4% |
| Cc1ccc(NC(=S)N2CCN(Cc3ccccc3)CC2)cc1 | -1% | -1% | · | -0.3% | 0% | -3% | 1% |
| COc1ccccc1N(C(=O)CN1C(=O)c2ccccc2S1(=O)=O)C(C(=O)NCC1CCCO1)c1ccc(F)cc1 (centres undefined) | 2% | 3% | ? | 0.9% | -4% | 12% | -2% |
| COc1ccccc1OCCSc1nnc(C)n1-c1ccccc1 | 3% | 1%[38.3 µM] | 1% | -1.6% | -7%[46.1 µM] | -1% | 5% |
| O=C(NCc1cccnc1)C1CCCN(S(=O)(=O)c2ccccc2)C1 (centres undefined) | -1% | 18%[38.3 µM] | -4% | -4.1% | 11%[46.1 µM] | -7% | 11% |
| CCSc1ccccc1C(=O)NCc1ccco1 | 14% | -5%[38.3 µM] | 4% | -0.7% | -4%[46.1 µM] | 1% | -3% |
| OCCn1c(-c2ccc(F)cc2)csc1=Nc1ccccc1 | -2% | 2% | ? | 0.1% | -6% | -23% | 2% |
| Cc1cc(OCCSc2nnc(-c3cccs3)n2C)ccc1Cl | -2% | 11%[38.3 µM] | ? | -1.8% | ? | 11% | -26% |
| CCOCCCNC(=O)Cn1cc2c(n1)CCCC2 | -2% | 4% | -10% | -1.0% | 7% | -5% | -6% |

Eight entries out of the list, ordered by molecular weight, descending:
| Compound | Luc counter | IMPase Li inh | LMNA splice mod | Epigenetic derep | NPSR antag | CBFb-RUNX1 inh | GLA spleen mod |
| --- | --- | --- | --- | --- | --- | --- | --- |
| CCn1c(SCC(=O)c2ccc(NS(=O)(=O)c3ccccc3)cc2)nnc1-c1cccs1 | 3% | 12%[38.3 µM] | -4% | -1.1% | -25%[46.1 µM] | 2% | 1% |
| Cc1cc(OCCSc2nnc(-c3cccs3)n2C)ccc1Cl | -2% | 11%[38.3 µM] | ? | -1.8% | ? | 11% | -26% |
| O=C(NCc1cccnc1)C1CCCN(S(=O)(=O)c2ccccc2)C1 (centres undefined) | -1% | 18%[38.3 µM] | -4% | -4.1% | 11%[46.1 µM] | -7% | 11% |
| COc1ccccc1OCCSc1nnc(C)n1-c1ccccc1 | 3% | 1%[38.3 µM] | 1% | -1.6% | -7%[46.1 µM] | -1% | 5% |
| Cc1ccc(NC(=S)N2CCN(Cc3ccccc3)CC2)cc1 | -1% | -1% | · | -0.3% | 0% | -3% | 1% |
| OCCn1c(-c2ccc(F)cc2)csc1=Nc1ccccc1 | -2% | 2% | ? | 0.1% | -6% | -23% | 2% |
| CCOCCCNC(=O)Cn1cc2c(n1)CCCC2 | -2% | 4% | -10% | -1.0% | 7% | -5% | -6% |
| CCSc1ccccc1C(=O)NCc1ccco1 | 14% | -5%[38.3 µM] | 4% | -0.7% | -4%[46.1 µM] | 1% | -3% |

Next section:
| Compound | Luc counter | IMPase Li inh | LMNA splice mod | Epigenetic derep | NPSR antag | CBFb-RUNX1 inh | GLA spleen mod |
| --- | --- | --- | --- | --- | --- | --- | --- |
| CNc1oc(Cc2cccc3ccccc23)nc1C#N | -3% | 1%[38.3 µM] | -2% | 0.0% | 11%[46.1 µM] | -12% | 10% |
| Cc1ccc2c(c1)nnn2C1CCN(C(=O)c2ccccc2F)CC1 | -3% | -1% | · | 2.8% | 27% | 4% | 1% |
| CC(=O)NCCc1c[nH]c2ccc(O)cc12 | -1%&-6% | 14%&0%&25% | -27% | -0.2%&0.0%&-1.3% | ? | -9%&3%&12% | 8%&-9%&-9% |
| O=C(COC(=O)c1c2c(nc3ccccc13)/C(=C/c1ccco1)CC2)NC1CCCC1 | -6% | -19% | 2% | 1.0% | -35% | · | 4% |
| S=C(NN=C1CCCCCC1)Nc1ccc(Cl)cc1 | -2% | 30%[38.3 µM] | -3% | -0.7% | -6%[46.1 µM] | -1% | -2% |
| COc1cccc(N(CC(=O)Nc2cccc(F)c2)S(C)(=O)=O)c1 | 1% | -3%[38.3 µM] | 5% | 0.7% | -17%[46.1 µM] | 3% | -7% |
| COC(=O)c1ccc(NC(=S)NC2CCCCC2C)cc1 (centres undefined) | -2% | -4% | -4% | 0.0% | -17% | -1% | 7% |
| CCOCCOC(=O)C1=C(C)N(C)C(=O)NC1c1ccccc1F (centres undefined) | -1% | 1%[38.3 µM] | 9% | -0.2% | 0%[46.1 µM] | 0% | -20% |
| Cc1ccc2c(c1)cc(C)c1nnc(SCC(=O)NCc3ccco3)n12 | -1% | -2%[38.3 µM] | 3% | 8.2% | ? | 0% | 6% |
| Cc1ccc(-n2c(SCC(=O)Nc3ccc(N4CCOCC4)cc3)nc3ccccc3c2=O)cc1 | 4% | 2% | -2% | 0.0% | -29% | 1% | -1% |
| CC1=C(C(=O)OCc2ccccc2)C(c2ccccc2)NC(=O)N1CCCCCC(=O)O (centres undefined) | 2%&-1% | 6%&1% | -4% | -2.5%&6.7% | -8% | -5%[2.36 µM] | -13%&-12% |
| O=[N+]([O-])c1ccc(CSc2nnc(-c3cnccn3)o2)cc1 | 1% | 47%[activator][38.3 µM] | 11% | 1.6% | -10%[46.1 µM] | 0% | -5% |
| O=C(Cn1cc([N+](=O)[O-])cn1)NCC1CCCO1 (centres undefined) | 3% | 0% | ? | 0.0% | 9% | 6% | 4% |
| Cc1ccc(/C=N/NC(=S)NC2CCCCC2)o1 | · | · | · | -1.2% | -25% | -6% | -4% |
| COc1ccccc1NC(=O)CN1C(=O)CSC(C)C1=O (centres undefined) | 6% | -7% | -10% | -0.1% | 9% | -1% | -1% |
| Cc1ccc(C(c2sc3nc(C)nn3c2O)N2CCOCC2)cc1 (centres undefined) | 0% | -4%[38.3 µM] | 6% | -1.1% | 1%[46.1 µM] | -1% | 11% |
| Cc1cccc(N2C(=O)C(O)=C(C(=O)c3cccs3)C2c2ccc(Cl)cc2)n1 (centres undefined) | · | · | · | 0.0% | -40% | -7% | -6% |
| Cc1c(C)n2c3c(cccc13)CC2 | 0% | -6% | ? | 13% | 7% | ? | -9% |
| CCC(C)(C)C | · | 10% | · | · | · | 9%[21.7 µM] | -13% |
| CC(C)c1ccc(NC(=O)CCNS(=O)(=O)c2cccc3nonc23)cc1 | 1% | 3% | -8% | 0.1% | -2%[46.1 µM] | 2% | -2% |
| CCOC(=O)c1sc(S(C)(=O)=O)c2c1CCc1conc1-2 | · | · | ? | 1.1% | 19% | 8% | 8% |
